# Bioassay records as filed in PubChem BioAssay.
# MLL CXXC-DNA inh: inhibitors of human MLL CXXC domain-DNA interaction; Q03164; MLL-CXXC / FITC-HOXA9 DNA fluorescence polarization; Potency, µM (doses to about 115 µM), without a hit: at the top dose activity change, negative = inhibition, hits mostly inhibitors; 0.037% of 290,000 active; AID 2662; active = well fitted inhibition curve with a large enough effect in the polarisation, with a control signal flat, not every such curve was filed as active; inconclusive = small, poorly fitted or top-dose-only effect, or effect the other way, or a change in a side signal; inactive = no such curve, though single readings can be large or run the other way; the % refers to the polarisation; note: potency is the fitted concentration of half-maximal effect
#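 Steps: dispense CXXC domain solution (7 uM) → pin compounds or unlabeled HOX-A9 DNA control → 5 min ambient → add FLSN-HOX-A9 solution (50 nM) → spin → 30 min ambient → fluorescence polarization. Tris pH 7.5/NaCl/DTT/BSA buffer.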
# ASM inhibitor: human S-ASM enzyme inhibition; P17405; placental ASM, HMU-PC fluorogenic substrate, 60 min; Potency, µM (titrated, usually from 57.5 µM), for the others: at the top dose activity change, negative = inhibition, usual class: inhibitors; 0.006% of 340,000 active; AID 504937; note: potency is the fitted concentration of half-maximal effect
#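 HMU-PC0 cleavage (9 uM final) by human placental ASM, 60 min at 37 °C following 10 min compound exposure at RT; stopped at pH 10, fluorescence Ex 386/Em 447 nm.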
# TRPV1 ag: activates the human vanilloid receptor TRPV1. Q8NER1. TRPV1-expressing cells, Fluo-8 calcium influx, agonist mode. activation, % at 8.33 µM. 0.19% of 320,000 active; in the data active = activation above about 80%; inconclusive = between about 30% and that limit; note: 0% is about no effect
#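 Fluo-8 calcium influx in TRPV1-expressing cells, kinetic read (ex 480/em 520 nm). Compound added and read 3 min for agonist activity, followed by capsaicin at EC20 final and 2 min further read for enhancement.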
# a7 integrin act: activators of alpha7 integrin expression for muscular dystrophy; alpha7betagal myoblasts, beta-gal FDG fluorescence, 48 h; 0.064% of 350,000 active; Potency, µM (highest dose often 38.3 µM), for inactives: at the highest dose activation, hits mostly activators; AID 624291;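 note: potency is the fitted concentration of half-maximal effect; 100% = response of the positive control SU9516; nearly all actives have a fitted effect of over 60% in size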
#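 Alpha7betagal+/- myoblasts (passage 13) were plated 16-24 hr, then exposed to compounds (1:260 dilution of DMSO stock) for 48 hours at 37C. After MPER lysis, β-galactosidase reporter activity was read as FDG fluorescence (ex 480/em 540) after 30 minutes.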
# FBPA coupling cs: inhibits coupling enzyme system, counter-screen for aldolase hits; coupling enzyme system counterscreen, AmpLite Red fluorescence; 0.67% of 290,000 active; activity change, negative = inhibition, % at 58.2 µM, hits read low; in the data active = activity change below about -30%; note: % is set by controls: 0 for no effect and ±100 for the full control effect
#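 Compounds tested against the coupling enzymes alone at 57.5 uM final; readout was AmpLite Red fluorescence (525/598 nm) after 20 min at RT.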
# A-T KAP1 phos: candidate therapy for ataxia-telangiectasia | […] A-T fibroblasts, KAP-1 phosphorylation AlphaLISA; neocarzinostatin DNA damage 30 min before lysis | Potency, µM (top dose mostly 57.5 µM), inactives show at the highest dose activation, usual class: activators | 0.19% of 320,000 active; note: potency is the fitted concentration of half-maximal effect; % of control where 0% means no effect; nearly all actives have a fitted effect of over 45% in size
#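 ATM-like activity read as KAP-1 phosphorylation via AlphaLISA donor/acceptor antibody pairs after lysis and 6 hr at 25C. Cells were ATM-null patient fibroblasts ([…], hTERT), dosed 60 min, then exposed to the DSB inducer NCS for 30 min.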
# MBNL1 CUG block: MBNL1-poly(CUG) RNA binding inhibition | TR-FRET MBNL1-His/biotin-(CUG)12 binding, 665/545 ratio | Potency, µM (titrated, usually from 57.5 µM), for the others: at the top dose activity change, negative = inhibition, actives largely listed as inhibitors | 0.036% of 280,000 active; active = well fitted inhibition curve with a large enough effect in the signal ratio, with a control signal flat, not every such curve was filed as active; inconclusive = small, poorly fitted or top-dose-only effect, or effect the other way, or a change in a side signal; inactive = no such curve, though single readings can be large or run the other way; the % refers to the signal ratio; note: potency is the fitted concentration of half-maximal effect; % is set by controls: 0 for no effect and ±100 for the full control effect
#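 TR-FRET readout: Ex 340 nm, 665/545 nm emission ratio, normalized to buffer-only (basal) and MBNL1-(CUG)12 controls. Complex of MBNL1-His with Biotin-(CUG)12, compounds 92 nM–58 uM, incubated 60 min at room temperature.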
# GALK inh: galactokinase (human) inhibition; Potency, µM (highest dose often 57.5 µM), for inactives: top-dose activity change, negative = inhibition, usual class: inhibitors; AID 1868; 0.007% of 270,000 active; P51570; Purified GALK, Kinase-Glo residual ATP luminescence; note: potency is the fitted concentration of half-maximal effect; % is set by controls: 0 for no effect and ±100 for the full control effect
#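 Galactose (100 uM) and ATP (35 uM) were turned over by 5 nM GALK for 1 h at RT. Kinase-Glo Plus then converted the remaining ATP into a luminescent signal.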
# hERG WT inh: blocks the wildtype human KCNH2 potassium channel; Q12809; U2OS, BacMam KCNH2, thallium flux FluxOr; stronger effect = lower value; activity change, % at 1.84 µM; 0.37% of 340,000 active; AID 720551;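 active = maximum activity change below -70%; inconclusive = maximum activity change between -70% and -50%; inactive = maximum activity change above -50%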; note: % is set by controls: 0 for no effect and ±100 for the full control effect
# Target sequence (Q12809 whole entry, looked up): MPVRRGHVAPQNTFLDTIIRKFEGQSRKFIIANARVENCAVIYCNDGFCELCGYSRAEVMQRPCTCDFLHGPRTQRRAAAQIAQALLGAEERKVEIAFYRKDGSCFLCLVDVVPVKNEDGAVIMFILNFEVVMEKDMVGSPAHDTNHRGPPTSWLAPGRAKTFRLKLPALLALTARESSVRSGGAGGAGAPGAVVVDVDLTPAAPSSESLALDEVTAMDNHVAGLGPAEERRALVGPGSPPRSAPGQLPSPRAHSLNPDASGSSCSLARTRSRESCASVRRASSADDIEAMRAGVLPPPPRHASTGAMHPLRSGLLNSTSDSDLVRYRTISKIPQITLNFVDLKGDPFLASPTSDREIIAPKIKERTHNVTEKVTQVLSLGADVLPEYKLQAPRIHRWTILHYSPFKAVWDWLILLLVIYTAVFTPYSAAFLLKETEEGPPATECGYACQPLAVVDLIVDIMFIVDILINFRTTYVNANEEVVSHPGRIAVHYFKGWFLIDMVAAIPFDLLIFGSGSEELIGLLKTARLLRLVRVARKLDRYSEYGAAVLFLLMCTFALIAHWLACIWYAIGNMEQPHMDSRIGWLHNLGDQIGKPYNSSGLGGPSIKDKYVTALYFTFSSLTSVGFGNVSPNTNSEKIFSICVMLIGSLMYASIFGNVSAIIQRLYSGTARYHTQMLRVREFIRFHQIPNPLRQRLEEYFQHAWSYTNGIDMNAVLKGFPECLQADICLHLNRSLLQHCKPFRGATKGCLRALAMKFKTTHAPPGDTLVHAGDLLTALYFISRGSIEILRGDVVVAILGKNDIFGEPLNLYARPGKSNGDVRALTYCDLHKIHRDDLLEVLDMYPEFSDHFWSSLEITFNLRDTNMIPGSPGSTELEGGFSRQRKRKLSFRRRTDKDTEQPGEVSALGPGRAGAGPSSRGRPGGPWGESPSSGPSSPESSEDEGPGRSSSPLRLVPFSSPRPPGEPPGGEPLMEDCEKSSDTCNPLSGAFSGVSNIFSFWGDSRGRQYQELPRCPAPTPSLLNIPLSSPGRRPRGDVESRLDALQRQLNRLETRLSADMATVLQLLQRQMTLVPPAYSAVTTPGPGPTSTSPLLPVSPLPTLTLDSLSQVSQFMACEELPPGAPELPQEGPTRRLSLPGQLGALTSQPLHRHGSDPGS
#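 U2OS cells were transduced with wild-type KCNH2 virus (2.03 x 10^8 / mL) for 4 h at room temperature, then cultured overnight at 37 C. Thallium flux was read with FluxOr dye. Rate constants were normalized to DMSO controls.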
# KCNH2 3.1 inh: inhibitors of human KCNH2 3.1 potassium channel isoform; U2OS KCNH2 3.1, thallium flux FluxOr; stronger effect = lower value; activity change, % (tested at about 1.8 µM); 0.95% of 340,000 active;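 active = maximum activity change below -70%; inconclusive = maximum activity change from -70% to -50%; inactive = maximum activity change above -50%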;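 note: thallium influx rate constant from kinetic fluorescence after stimulation buffer; % is set by controls: 0 for no effect and ±100 for the full control effect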
#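 Normalized rate constant (relative to positive and negative DMSO controls) derived from a 2 min kinetic fluorescence read after stimulation; U2OS cells expressing the 3.1 isoform via virus at 1.77 x 10^8 /mL.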
# Numbers without * were called inactive; ? = inconclusive; . = no result given; & = joins results of further samples; [ ] = another dose, or the depositor's remark. Unless noted, calls come from the whole dose curve; as a rule, active = well fitted curve in the direction sought with a large enough effect; inconclusive = small, poorly fitted or top-dose-only effect, or another doubt; inactive = no such curve, though single readings can be large; an effect the other way counts as inactive or inconclusive. Outcome played no part in choosing rows; overall some 2% were active at least once.
SMILES,MLL CXXC-DNA inh,ASM inhibitor,TRPV1 ag,a7 integrin act,FBPA coupling cs,A-T KAP1 phos,MBNL1 CUG block,GALK inh,hERG WT inh,KCNH2 3.1 inh
COc1ccc(C(=O)NC(=S)N(CCC(C)C)c2c(N)n(Cc3ccccc3)c(=O)[nH]c2=O)cc1,10%,7%,1,-4%,0,0%,7%,4%,-2,-21
Cc1cccc(C)c1Nc1ncnc2ccccc12,1%,0%,1,9%,1,9%,-3%,2%,17,7
N#Cc1ccccc1S(=O)(=O)N1CCN(C(=O)C2CCC2)CC1,.,.,-3,-8%,.,0%,.,.,-2,-6
O=C(NCc1ccccc1Cl)C1CCN(S(=O)(=O)N2CCC3(CC2)OCCO3)CC1,-2%,-1%,1,0%,0,5%,-5%,-2%,-4,23
Cc1c([N+](=O)[O-])c(C(=O)NC2CCCCC2)nn1C,10%,-1%,2,-19%,.,-6%,11%,-3%,7,8
Cc1ccc(S(=O)(=O)N2CCN(C(=O)COC(=O)c3ncc(Cl)c(Cl)c3Cl)CC2)c(C)c1,.,-1%,.,-15%,.,.,.,.,5,-12
CC(c1nc2ccccc2n1Cc1ccccc1)N1CCCCC1 (stereo not drawn),-6%,-1%,-2,?,3,7%,-8%,.,31,1
COc1ccccc1NC(=O)c1ccc(NC(=O)CSc2ncn[nH]2)cc1,16%,3%,4,?,1,-14%,-8%,-1%,2,16
Cc1ccc(C)c(OCCOCCN2CC(C)OC(C)C2)c1C (stereo not drawn),24%,0%,0,4%,-8,-5%,-9%,0%,-1,1
Cc1ccc2oc(=O)c3cc(C(=O)NCCCN4CCCCCC4)sc3c2c1,5%,-2%,-2,-44%,-2,5%,?,7%,6,-5
Cc1ccc(C)c(OCc2cc(C(=O)N3CCN(c4ccccc4)CC3)no2)c1,-2%,-2%,25,-17%,.,24%,11%,6%,-8,4
Cc1ccc(C2(C)NC(=O)N(CC(=O)N3CCc4ccccc43)C2=O)cc1 (stereo not drawn),.,0%,.,-2%,.,6%,.,.,6,2
CCOC(=O)CSc1nc2ccccc2n2c(C)nnc12,-2%,-1%,-1,0%,2,-2%,?,-1%,10,23
COc1ccc(OC2C(=O)N(c3ccc(F)cc3)C2c2ccc(OC)c(OC)c2)cc1 (stereo not drawn),5%,-7%,6,21%,-9,-4%,-2%,-5%,-7,4
CCOC(=O)c1c(OCC)[nH]c2ccc(O)cc12,5%,6%,-1,4%,-1,-1%,-4%,-4%,-1,4
CCOC(=O)C1(Cc2ccccc2C#N)CCCCC1=O (stereo not drawn),.,-1%,.,-9%,.,.,.,.,0,7
CC1(c2ccc3ccccc3c2)CCC(=O)O1 (stereo not drawn),.,0%,.,-10%,.,.,.,.,-105*,7
CC(=O)/C(=N\Nc1ccccc1)Sc1nncn1C,-7%,2%,-2,-11%,-1,5%,35%,1%,-5,-7
CCN(CC)CC(=O)N1c2ccccc2CCc2ccc(NC(=O)c3cc(OC)c(OC)c(OC)c3)cc21,-6%,-3%,-2,-9%,0,5%,.,-1%,-6,-4
O=C(COC(=O)c1ccc[nH]c1=O)c1ccc(Cl)s1,-4%,0%,4,0%,2,0%,?,7%,1,2
CCN(CC)CCCNC(=O)C(C)Sc1nc(-c2ccccc2)cc(C(F)(F)F)n1 (stereo not drawn),-8%,0%,2,23%,-1,1%,-6%,-1%,-1,0
Cc1[nH]c(=O)[nH]c(=O)c1/C=N/NC(=O)[C@@H](N)CC(C)C,21%,8%,3,67%,0,32%,2%,-2%,-6,-12
CCCCn1nc(C(=O)NNC(=O)c2ccncc2)c2ccccc2c1=O,-6%,-1%,-2,3%,.,7%,120%[activator],0%,-1,.
CCOC(=O)CSc1nnc(NC(=O)CN2CCCCC2)s1,25%,0%,-3,0%,1,0%,1%,3%,-5,1
CCOC(=O)c1cnc(SCC(=O)N2CCc3ccccc32)nc1N,0%,-1%,-1,-24%,4,2%,-4%,-2%,-9,11

# 3 entries out of the list above, arranged by the value under ASM inhibitor, ascending:
SMILES	MLL CXXC-DNA inh	ASM inhibitor	TRPV1 ag	a7 integrin act	GALK inh
CCOC(=O)C1(Cc2ccccc2C#N)CCCCC1=O (stereo not drawn)	.	-1%	.	-9%	.
Cc1ccc(C)c(OCCOCCN2CC(C)OC(C)C2)c1C (stereo not drawn)	24%	0%	0	4%	0%
Cc1[nH]c(=O)[nH]c(=O)c1/C=N/NC(=O)[C@@H](N)CC(C)C	21%	8%	3	67%	-2%

# Additional records follow.
SMILES,MLL CXXC-DNA inh,ASM inhibitor,TRPV1 ag,a7 integrin act,FBPA coupling cs,A-T KAP1 phos,MBNL1 CUG block,GALK inh,hERG WT inh,KCNH2 3.1 inh
CCc1ccc(C(=O)Nc2ccc(OC)c(S(=O)(=O)N3CCOCC3)c2)cc1,-2%,-1%,6,2%,0,1%,-4%,-2%,11,11
CSc1cccc(CN2CCC(n3nccc3NC(=O)C3CC3)CC2)c1,14%,5%,20,22%,.,-3%,-5%,-6%,29,-5
COCCn1c(C)cc(C(=O)COc2cccnc2[N+](=O)[O-])c1C,6%,3%,-2,-51%[inhibitor],-28,4%,?,0%,-1,-4
CCC(O)(CC)C(=O)NN(C(=O)CCl)c1ccccc1,?,-1%,-2,-40%[inhibitor],1,4%,2%,1%,-14,-13
CCC(=O)N1CCc2cc(S(=O)(=O)CCC(=O)NCc3ccccc3OC)ccc21,-1%,-3%,0,?,.,3%,-2%,0%,-1,-12
COc1cc2c(cc1OC)CN(C(=O)Cc1ccc(OC)c(S(=O)(=O)N3CCOCC3)c1)CC2,21%,2%,-3,-11%,0,.,-2%,4%,4,9
COc1cccc(CC(=O)OCC(=O)NNC(=O)c2ccc([N+](=O)[O-])cc2)c1,-3%,-2%,0,?,.,-4%,?,-4%,1,.
CC(C)c1nc(CN(C)C(=O)N[C@H](C(=O)N[C@@H](Cc2ccccc2)C[C@H](O)[C@H](Cc2ccccc2)NC(=O)OCc2cncs2)C(C)C)cs1,-3%,.,15,.,10&7,.,3%,-1%,.,.
C#CCOCCOCCOCCNc1nc(N2CCOCC2)nc(N2CCN(C(=O)Cn3cc(CCCN=C(N)N)nn3)CC2)n1,6%,4%,8,-23%,1,6%,18%,.,12,5
Cc1ccc(-n2nnnc2CNC(=O)c2ccc3c(c2)OCO3)cc1C,-2%,0%,?,32%,3,5%,-1%,-2%,-4,-23
CSCCC(NC(=O)c1ccccc1Br)C(=O)NCC1CCCCC1 (stereo not drawn),4%,0%,25,?,4,0%,-3%,2%,11,6
Cc1cccc(/C(N)=N/OC(=O)c2ccco2)c1,-6%,2%,-2,-6%,0,7%,1%,3%,2,17
CCc1ccccc1NC(=O)CN(C)C(=O)CSc1nc2cc(Cl)ccc2s1,?,-6%,-3,-25%,-1,5%,?,-2%,0,-2
Cc1nnc2c(N3CCN(CCO)CC3)nc3ccccc3n12,7%,2%,-6,?,0,5%,13%,-2%,-13,26
N#Cc1c(NC(=O)c2nc3ncccn3n2)sc2c1CCCCC2,-6%,-4%,4,3%,2,18%,9%,0%,2,6
COCCCNC(=S)N1CCN(C(c2ccccc2)c2ccccc2)CC1,-5%,3%,?,1%,1,-2%,0%,-2%,0,-10
COc1cc(OC)cc(C(=O)NNC(=S)NC(=O)c2cccnc2)c1,1%,-2%,1,-1%,-7,-3%,1%,13%,1,-9
O=C(Nc1cccnc1N1CCOCC1)c1cc2ccccc2oc1=O,7%,1%,-2,44%,-5,2%,20%,5%,1,-30
O=C(Nc1ccc(S(=O)(=O)N2CCCCCC2)cc1)C1CCCO1 (stereo not drawn),2%,6%,?,2%,7,-4%,-3%,-2%,6,4
COC(=O)C(NS(=O)(=O)c1ccc(F)cc1)c1ccccc1 (stereo not drawn),14%,2%,1,?,1,4%,1%,-2%,-2,18
COC(=O)C1=C[C@@H](C(=O)OC)[C@@H]2C3=C(C(=O)[C@]2(C)NC(=O)c2ccccc2)[C@H](C)n2c(=O)n(-c4ccccc4)c(=O)n2[C@@H]3C1,.,3%,.,1%,.,.,.,.,-10,4
C#CCOCCOCCOCCNc1nc(N2CCN(C(=O)[C@H](CCCCN)n3cc([C@@H](N)CC(C)C)nn3)CC2)nc(N2CCN(C(=O)[C@H](CCCCN)n3cc([C@@H](N)CC(C)C)nn3)CC2)n1,-7%,5%,-1,-4%,3,2%,-20%,-1%,0,7
c1cc2c(cc1-c1cnc3n1CCC3)OCCO2,-1%,0%,?,-57%[inhibitor],-2,0%,-10%,10%,-1,10
COCCN1C(=O)c2cc(C(=O)Nc3cccc(F)c3)ccc2C1Nc1cccc(F)c1 (stereo not drawn),1%,0%,?,9%,-1,-9%,-14%,.,10,4
Cc1cc(C)c(C)c(S(=O)(=O)N2CCN(c3ccccn3)CC2)c1C,1%,-4%,?,20%,-4,-3%,-3%,1%,7,4
CCCCCNC(=O)Cc1cc(=O)[nH]c(=O)[nH]1,1%,1%,-2,-3%,-1,6%,4%,-4%,7,1
CCOc1ccc(NC(=S)Nc2ccc(F)cc2)cc1,-1%,1%,1,?,-2,9%,2%,-2%,-5,6
